# mIAP act = increases mouse intestinal alkaline phosphatase activity. muIAP, CDP-Star luminescence, 30 min; hits give high values; 1 = vehicle-only enzyme signal, 0 = enzyme-free wells. activation factor at 10 µM. 0.24% of 330,000 active;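 active means activation factor of at least 2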; further: the source names both 10 and 20 µM as test concentration; values of inactives mirror those of a sister screen read the other way
#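 also added = chemiluminescent substrate CDP-Star | test system = mouse IAP enzyme | signal = chemiluminescence readout | compound = DMSO-dissolved test compounds | incubation = 30 min at room temperature | benchmarks = DMSO wells, no-enzyme wells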
# MIN6 prolif = MIN6 beta-cell proliferation induction. MIN6 cells proliferation, ATPlite luminescence, 48 h; cells starved in 0.2% serum; 100% = growth in 10% serum. proliferation, % at 10 µM. 0.29% of 330,000 active;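 active means compounds whose signal lies at least 3.5 SD above the mean of all wells on their plate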;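 further: 0% = DMSO-treated cells in low-serum medium and 100% = 10% serum control; some compounds called inactive have numbers as strong as hits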
# mIAP inh = blocks mouse intestinal alkaline phosphatase. purified mouse IAP, CDP-Star luminescence, 30 min. inhibition, % at 10 µM. 0.2% of 330,000 active. AID 2806;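 active means inhibition of at least 40% at 10 µM in the primary screen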;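 further: plate controls were DMSO with enzyme for no effect and no enzyme wells for full effect; values of inactives mirror those of a sister screen read the other way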
# ATG4B inh = blocks human ATG4B protease cleavage of LC3 substrate | Q9Y4P1 | ATG4B cleavage of LC3-PLA2, NBD-HPC fluorescence, 1 h | inhibition, % at 8.33 µM | 0.51% of 340,000 active; in the data active means inhibition above about 40%
# APOBEC3A inh = inhibitors of human APOBEC3A DNA deaminase; P31941; 0.41% of 330,000 active; inhibition, % at 20 µM; recombinant A3A, FAM/TAMRA ssDNA deamination fluorescence; AID 493011;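 active means at least 40% inhibition at 20 µM here, with at most 30% in a related deaminase screen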;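 further: plate controls were A3A with DMSO for no effect and wells lacking A3A enzyme for full effect; some results filed as inactive read as strong as hits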
# hIAP block = blocks human intestinal alkaline phosphatase; AID 2544; 0.12% of 330,000 active; purified IAP, CDP-Star luminescence, 30 min; inhibition, % at 10 µM;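 active means inhibition reaching a set limit with compound at 10 µM in the primary screen, cut at about 35% in these data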;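 further: plate controls were DMSO wells with enzyme for no effect and no-enzyme buffer wells for full effect; values of inactives mirror those of a sister screen read the other way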
# Target sequence (P09923 whole entry, looked up): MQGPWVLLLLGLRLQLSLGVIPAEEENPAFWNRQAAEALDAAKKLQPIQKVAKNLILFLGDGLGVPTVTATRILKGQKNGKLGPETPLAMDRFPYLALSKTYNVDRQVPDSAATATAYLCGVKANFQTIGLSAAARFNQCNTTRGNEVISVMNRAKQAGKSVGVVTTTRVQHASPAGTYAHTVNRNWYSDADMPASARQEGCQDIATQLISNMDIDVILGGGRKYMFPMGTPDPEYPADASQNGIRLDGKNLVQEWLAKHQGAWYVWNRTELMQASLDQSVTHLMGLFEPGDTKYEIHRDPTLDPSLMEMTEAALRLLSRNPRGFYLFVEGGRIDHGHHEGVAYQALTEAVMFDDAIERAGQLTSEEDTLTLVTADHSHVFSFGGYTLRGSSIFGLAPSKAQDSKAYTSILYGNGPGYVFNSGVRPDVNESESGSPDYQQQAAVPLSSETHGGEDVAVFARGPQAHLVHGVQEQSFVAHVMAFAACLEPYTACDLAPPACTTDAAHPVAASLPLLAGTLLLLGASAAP
# hIAP activ = increases human intestinal alkaline phosphatase activity. P09923. purified human IAP, CDP-Star luminescence, 30 min; hits give high values; 1 = vehicle-only enzyme, 0 = enzyme-free background. activation factor at 10 µM. 0.16% of 330,000 active. AID 2524;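 active means activation factor of the enzyme at least 2-fold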; further: the source names both 10 and 20 µM as test concentration; values of inactives mirror those of a sister screen read the other way
# APOBEC3G inh = blocks human APOBEC3G single-stranded DNA deamination; Q9HC16; recombinant A3G, ssDNA deamination FAM/TAMRA fluorescence; inhibition, % at 20 µM; 0.28% of 330,000 active; AID 493012;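 active means inhibition of at least 40% at 20 µM, with no more than 30% in the related APOBEC3A deaminase screen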;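 further: plate controls were DMSO wells with A3G for no effect and wells lacking A3G enzyme for full effect; some compounds called inactive have numbers as strong as hits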
# Target sequence (Q9HC16 whole entry, looked up): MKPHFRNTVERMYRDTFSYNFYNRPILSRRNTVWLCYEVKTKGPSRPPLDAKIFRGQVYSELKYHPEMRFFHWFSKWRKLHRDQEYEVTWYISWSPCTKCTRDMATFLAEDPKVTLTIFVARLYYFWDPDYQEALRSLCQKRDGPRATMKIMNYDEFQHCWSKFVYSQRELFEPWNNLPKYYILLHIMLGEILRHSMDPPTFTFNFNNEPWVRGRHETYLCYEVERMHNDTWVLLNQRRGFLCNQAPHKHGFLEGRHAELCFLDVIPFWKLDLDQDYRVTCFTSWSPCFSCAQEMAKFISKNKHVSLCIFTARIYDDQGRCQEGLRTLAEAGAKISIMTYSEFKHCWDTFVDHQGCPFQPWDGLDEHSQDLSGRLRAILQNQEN
# MPTP block = inhibitors of mitochondrial permeability transition pore. inhibition, % at 10 µM. isolated mouse mitochondria, Ca2+ swelling absorbance, 30 min. AID 602449. 1.4% of 360,000 active;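 active means inhibition of 50% or more, scaled per plate between neutral and stimulator controls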;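 further: 0% = DMSO wells given calcium and 100% = 1 mM EGTA wells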
# * hit, by the source's call; . = not tested or not shown. An unsorted share of the library; 3.3% or so of the library scored in one or more.
SMILES,mIAP act,MIN6 prolif,mIAP inh,ATG4B inh,APOBEC3A inh,hIAP block,hIAP activ,APOBEC3G inh,MPTP block
O=C(O)CCC(NS(=O)(=O)c1ccc(N2CCCC2=O)cc1)C(=O)O (centres undefined),0.93,2,7,-8,-6,-7,1.1,-5,-0.6
CCOc1ccc(Nc2nc3ccccc3n2C)cc1,0.94,-1,6,2,-4,2,0.97,-16,1.8
COc1ccc(CCNC(=O)C2CCC(=O)N2Cc2ccccc2Cl)cc1OC (centres undefined),0.92,-4,8,-5,5,-7,1.1,-6,-0.5
Cc1occc1C(=O)NNC(=O)C(c1ccccc1)c1ccccc1,1,0,-5,4,-6,5,0.95,-12,-0.9
Cc1ccc(C(=O)N2CCCCC2C(=O)O)cc1S(=O)(=O)N1CCCCC1 (centres undefined),0.99,-1,1,-2,4,6,0.94,15,-3.0
Cc1ccccc1OC(C)C(=O)N1CCC(Cc2ccccc2)CC1 (centres undefined),0.97,-3,3,8,0,4,0.96,-5,-0.7
CN(C)C(=O)CSc1ncnc2scc(-c3ccccc3)c12,1,0,-2,3,-2,11,0.89,-4,0.6
CCN(C(=O)COC(=O)c1ccccc1Nc1cccc(C)c1C)C1CCS(=O)(=O)C1 (centres undefined),0.89,0,11,7,3,-7,1.1,-1,-2.5
COc1ccc(OCCOc2ccc(N(C)S(=O)(=O)c3ccccc3)cc2)cc1,1.1,-4,-5,-7,-3,-3,1,-8,1.0
CCCN(CC1CC1)c1nc(N)c2c(N)nc(OC)cc2c1C#N,1,-3,0,-12,-9,-7,1.1,-10,4.2
C/C(=N\NC(=O)c1c(Cl)cnn1C)c1cccc(NC(=O)C(C)C)c1,0.97,-1,3,-6,2,5,0.95,-3,1.6
CCc1cc2ccccc2nc1SCC(=O)Nc1cc(OC)c(OC)cc1C(=O)O,0.88,-2,12,28,1,-3,1,-3,2.4
CCC(C)C(=O)Nc1cc(Cl)ccc1C(=O)O (centres undefined),0.91,-2,9,-2,-3,-6,1.1,-5,-0.9
CC(NS(=O)(=O)c1ccc(CCC(=O)N2CCN(C)CC2)cc1)c1ccccc1 (centres undefined),1.1,-2,-14,-15,-6,-24,1.2,-6,0.9
CCOC(=O)C1CCN(S(=O)(=O)c2ccc3c(c2)N(C(C)=O)CCO3)CC1,1,-1,-1,-9,-3,-21,1.2,-3,1.5
CN(C)C(=S)Nc1ccc(Br)cc1Cl,0.98,1,2,-2,-7,-10,1.1,-7,-1.1
O=C(CN(C(=O)CCC(=O)Nc1ccccn1)c1ccc(F)cc1)NCc1ccco1,1.1,0,-7,-9,0,1,0.99,-4,-0.3
O=C(NCc1cccnc1)c1ccc(-c2cc3ccccc3oc2=O)cc1,0.92,-6,8,-12,2,-9,1.1,-1,6.0
CC(=O)CCc1oc2ccc(NC(C)=O)cc2c1-c1ccc(C)o1,1,-1,-1,5,-4,-2,1,3,-0.1
COc1ccc(C(=O)C2CCCN(C(=O)CCC3=NNC(=O)CC3)C2)c(C)c1 (centres undefined),0.97,1,3,6,-3,-13,1.1,-7,1.3
CCS(=O)(=O)c1nc(S(=O)(=O)c2ccc(Cl)cc2)c(N2CCOCC2)s1,0.97,-6,3,-5,-4,7,0.93,-6,-1.8
CCOC(=O)C1=C(C)N(c2ccccc2)C(=O)C1CC(=O)O (centres undefined),0.96,-3,4,-6,-3,9,0.91,-4,0.5
Nc1c(C(=O)CSc2nc(-c3ccccc3)cs2)c(=O)[nH]c(=O)n1C1CC1,0.99,1,1,5,-3,-6,1.1,-10,0.3
Cc1ccc(NC(=S)N(C)Cc2cn(C)c3ccccc23)cc1,0.98,0,2,0,-4,7,0.93,-9,0.9
O=C1CC(C(=O)N2CCN(c3ccccc3Cl)CC2)CN1Cc1ccccc1 (centres undefined),1,-2,0,-12,3,-12,1.1,0,0.4

# The closing three entries of the part above open the next one:
SMILES,mIAP act,MIN6 prolif,mIAP inh,ATG4B inh,APOBEC3A inh,hIAP block,hIAP activ,APOBEC3G inh,MPTP block
Nc1c(C(=O)CSc2nc(-c3ccccc3)cs2)c(=O)[nH]c(=O)n1C1CC1,0.99,1,1,5,-3,-6,1.1,-10,0.3
Cc1ccc(NC(=S)N(C)Cc2cn(C)c3ccccc23)cc1,0.98,0,2,0,-4,7,0.93,-9,0.9
O=C1CC(C(=O)N2CCN(c3ccccc3Cl)CC2)CN1Cc1ccccc1 (centres undefined),1,-2,0,-12,3,-12,1.1,0,0.4
O=C(CC(c1ccccc1)c1cc(Br)ccc1O)NCCCN1CCOCC1 (centres undefined),1,-3,0,-7,-3,-16,1.2,-10,-0.3
COc1ccc(NS(=O)(=O)c2cc(NC(=O)[C@@H](NC(N)=O)C(C)C)ccc2C)cc1,1,-4,-1,-6,-3,8,0.92,-7,0.2
COc1ccc(-c2ccc(CCC(=O)O)o2)cc1,0.98,-2,2,-7,12,0,1,4,-4.5
COc1ccc(CNC(=O)c2cccc(S(=O)(=O)N3CCCCC3)c2)cc1OC,1,-3,-2,-60,0,22,0.78,-6,6.0
O=C(COC(=O)c1cccc2ccccc12)Nc1ncc(C(F)(F)F)cc1Cl,0.86,4,14,-1,2,-16,1.2,-3,2.3
O=C1C[C@@H]2CCN3C(=O)CCC[C@@H]([C@H]23)[C@@H]1Cc1ccccc1,1,.,-1,-10,0,.,.,6,-1.8
CCC(=O)Oc1ccc(C(=O)Nc2ccccc2C(=O)NCC(C)C)cc1,0.97,0,3,-10,1,-10,1.1,1,0.6
COc1ccc(NC(=O)c2cc(S(=O)(=O)N3CCc4ccccc43)cn2C)cc1,1.3,-3,-27,-5,3,16,0.84,-3,0.5
COc1cccc(NC(=O)c2ccc(NC(=O)C(C)(C)C)cc2)c1,0.95,-1,5,0,2,7,0.93,-3,-0.6
Cc1ccc(Nc2nc3ccccc3c(=O)s2)cc1C,0.89,-2,11,5,2,-3,1,-2,-1.4
CCC1=Nc2cc(C(=O)NCCN3CCOCC3)ccc2Sc2ccccc21,0.99,1,1,3,-4,-8,1.1,-7,-0.5
CCOc1ccc(NC(=O)C2CCCN(S(=O)(=O)c3cccc4nsnc34)C2)cc1 (centres undefined),1,-3,0,-6,-4,-14,1.1,-11,1.3
COc1ccc(-c2noc(CCCC(=O)N3CCOCC3)n2)cc1,0.88,-1,12,-37,3,1,0.99,0,-1.4
Cc1ccc2[nH]c(=O)c(CN(CCCN(C)C)C(=S)NCCc3ccccc3)cc2c1,0.98,-7,2,-9,-1,-4,1,-1,86*
COc1ccc(/C=N/NC(=O)c2nc(-c3ccccc3)n(-c3ccccc3)n2)cc1,0.94,-3,6,-10,3,6,0.94,3,-1.3
COc1ccc(CNC(=O)COC(=O)CC2CC3CCC2C3)cc1OC (centres undefined),0.92,0,8,-1,-2,3,0.97,-7,-2.8
O=c1c2ccccc2nc(COc2ccccc2)n1/N=C/c1ccc(O)c(O)c1,0.74,-5,26,3,7,6,0.94,1,10
O=C(NCCc1ccccc1)C1CCN(C(=O)Nc2ccccc2)CC1,0.99,4,1,2,2,-7,1.1,-7,0.0
Cc1cc(C)nc(NC(=O)c2c(F)c(F)c(F)c(C(=O)Nc3cc(C)cc(C)n3)c2F)c1,0.93,-4,7,-6,2,-16,1.2,1,0.8
NS(=O)(=O)c1cc(C(=O)NCCc2ccccn2)ccc1Cl,1.1,1,-9,-7,-5,-9,1.1,-7,1.3
O=C(CCNS(=O)(=O)c1ccccc1C(F)(F)F)NNC(=O)C1COc2ccccc2O1 (centres undefined),0.78,3,22,-8,-1,-32,1.3,-6,-3.2
CCCCN(Cc1cccs1)S(=O)(=O)c1ccc(-c2ccc(=O)[nH]n2)s1,0.98,-6,2,-10,0,-37,1.4,-3,-0.1
Cc1nn(CC(=O)Nc2ccc3nc4n(c(=O)c3c2)CCCC4)c(C)c1[N+](=O)[O-],0.98,-4,2,0,1,-12,1.1,1,-1.3
CCOC(=O)CSc1nc2c(c(=O)n1-c1ccc(OC)cc1)SCC2,1.1,1,-5,-5,-3,12,0.88,-10,-0.3
Cc1ccc2nc(SCC(=O)NCc3ccccc3)nc(=O)n2c1,0.94,-4,6,-12,3,-8,1.1,10,-1.7

# Later entries.
SMILES,mIAP act,MIN6 prolif,mIAP inh,ATG4B inh,APOBEC3A inh,hIAP block,hIAP activ,APOBEC3G inh,MPTP block
CC1(C)CC(=O)c2ccc(O)cc2O1,0.92,2,8,-10,1,5,0.95,-2,-0.9
Cc1ccc(S(=O)(=O)N2CCCCC2)cc1NC(=O)Cn1ccsc1=N,0.99,-4,1,-12,-1,-12,1.1,-6,-1.1
CC(C)OC(=O)/C(=C\c1cccc2ccccc12)NC(=O)c1ccccc1,0.97,0,3,-15,2,-24,1.2,-8,2.8
Cc1ccccc1NS(=O)(=O)CCCCC(Cl)(Cl)Cl,0.9,-1,10,25,-3,-4,1,-8,-0.4
O=C(COc1ccc(Br)cc1)Nc1ccc(S(=O)(=O)Nc2ccccn2)cc1,1,-4,0,-11,4,-28,1.3,2,-0.1
C=CCNC(=S)NNC(=O)c1cccn(Cc2ccc(Cl)cc2)c1=O,0.87,-2,13,-5,1,18,0.82,2,-0.7
COc1ccc(NS(=O)(=O)c2ccc(NC(=S)NC(=O)c3ccc(F)cc3)cc2)nn1,1,-4,-3,9,0,-7,1.1,12,-0.8
COc1ccccc1C(=O)NNC(=O)c1cccc(C)c1,1,-1,-4,-2,-5,-16,1.2,-5,0.2
Cc1cc(C(=O)Nc2cccc3ccccc23)c(C)o1,1,1,-3,-10,0,22,0.78,-1,0.4
Cc1ccc2cc3c(nc2c1)N(c1ccccc1)CC3,1,1,-2,-2,2,-6,1.1,0,0.0
Cc1cccc(-n2cc(CN3CCN(C(=O)c4ncn[nH]4)CC3)c(-c3cccc(F)c3)n2)c1,1.1,-5,-8,4,5,-10,1.1,-13,0.6
CSc1ccccc1C(=O)OCC(=O)N1CCN(C(C)=O)CC1,1.2,-2,-18,-1,-4,-15,1.1,-6,-2.3
Cc1ccc(S(=O)(=O)N2CCCCC2)cc1NS(=O)(=O)c1ccc(Cl)c(C(=O)O)c1,0.99,3,1,-4,-5,-7,1.1,-10,-3.6
Cc1cc(/C=C2/NC(=O)N(c3ccccc3)C2=O)c(C)n1-c1cccnc1,0.92,-4,8,-10,-3,2,0.98,-5,1.6
Cc1ccc(S(=O)(=O)N(C)C)cc1NC(=O)COC(=O)C1(c2ccccc2)CC1,1,2,-3,-5,-2,13,0.87,-2,0.7
CC(C)(C)SCCNC(=O)CN(c1ccccc1)S(=O)(=O)c1ccccc1,1,-2,-5,-7,4,9,0.91,-2,-0.7
O=C(O)Cc1csc2ccccc12,1.1,-3,-13,-9,7,-5,1.1,-2,-1.6
Cc1ccc(/C=N/NC(=O)c2n[nH]c3c2CCCC3)cc1,0.94,-4,6,-2,0,-38,1.4,-2,1.1
CCOc1ccccc1NS(=O)(=O)c1cccs1,0.92,-1,8,-3,2,-1,1,0,-0.1
COc1cc(C(=O)NCC(=O)N/N=C/c2ccccn2)cc(OC)c1OC,1,-2,-4,1,0,-1,1,-1,0.0
Cc1ccc(-c2noc(COc3ccccc3C)n2)cc1,0.92,0,8,3,-2,-9,1.1,-4,2.0
COc1ccc(C(=O)NC(=S)NNC(=O)c2cnccn2)cc1OC,0.81,0,19,-8,-1,-76,1.8,1,1.5
COc1ccc(-c2ccc(=O)n(Cc3cc(=O)n4ccccc4n3)n2)cc1,1,-1,0,-10,-6,-2,1,-6,-1.5
Cc1c(/C=N/n2cnnc2)c2ccccc2n1CCOc1ccccc1,0.99,3,1,-15,5,-5,1,1,-0.2

# Source: PubChem
